Source: PubChem BioAssay
ERp5 block – inhibitors of ERp5-driven insulin aggregation, primary screen, biochemical, turbidity, absorbance 650 nm, single point; inhibition, % at 9.99 µM; 90 min; AID 651711, 2012; hit rate 0.05% among 350,000; Protein disulfide-isomerase A6 (Homo sapiens), Q15084;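 active = mean replicate inhibition above about 25%, with every replicate also reaching it, limit read from the data, passing the limit was not always enough; inconclusive = only one of those two criteria met; inactive = neither criterion met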
Statin myotox sup – suppressors of statin myotoxicity in C2C12 myotubes, primary screen, cell-based, single point, plate reader | C2C12 myotubes + simvastatin, ATP luminescence, 48 h; scaled: DMSO 0, geranylgeraniol control 100 | rescue of ATP level, % at 7.49 µM | hit rate 0.78% among 330,000 | AID 602340, 2012;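 active = mean ATP rescue above about 67%, or every replicate alone reaching that limit, limit read from the data, passing the limit was not always enough; inconclusive = no clear call, values can overlap the other calls; inactive = mean under the limit and some replicate under it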;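 note: myotubes were challenged with 10 µM simvastatin during compound exposure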
S100A4 inh HTS – inhibitors of S100A4-myosin IIA peptide binding, primary screen, biochemical, fluorescence polarization, TAMRA-MyoIIA peptide. Protein S100-A4 (Homo sapiens), P26447. inhibition, % at 10.7 µM. hit rate 0.14% among 360,000. AID 652163, 2013;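 active = mean inhibition of at least 70% across replicates, with every replicate also reaching that level; inconclusive = mean inhibition reaches 70% but some replicates fall short; inactive = mean inhibition below 70%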
Target sequence (P26447 whole entry, looked up): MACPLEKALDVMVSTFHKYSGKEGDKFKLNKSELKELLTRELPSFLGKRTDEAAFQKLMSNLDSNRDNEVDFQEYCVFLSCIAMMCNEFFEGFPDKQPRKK
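Test system: S100A4 monomer protein; Medium: HEPES pH 7.2 with CaCl2, KCl, NaCl, DTT, Triton; Probe or stimulus: TAMRA-labelled myosin IIA heavy-chain peptide probe, 5 nM; Doses: one dose per compound; Times: polarization read 5 min after assay mix addition, stable 5–60 min; Benchmarks: neutral control DMSO, positive control TFP.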
E-selectin induc – E-selectin induction in HUVECs, primary screen, imaging, HUVEC, immunofluorescence imaging, single point | hit rate 0.37% among 260,000 | P16581 | normalized: neutral wells 0, TNF-alpha wells 100 | activation, % at 7.58 µM;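 active = mean E-selectin-positive cell signal at least 10% of the positive control, reached in at least 60% of replicates, without over 20% cell loss; inconclusive = no rule given, readout overlaps actives, possibly toxicity-flagged; inactive = the rest, including those meeting only one limit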;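 note: in these data hits start at about 27%; measured in HUVEC primary endothelial cells; signal is the percent of cells scored E-selectin positive by PE staining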
Target sequence (P16581 whole entry, looked up): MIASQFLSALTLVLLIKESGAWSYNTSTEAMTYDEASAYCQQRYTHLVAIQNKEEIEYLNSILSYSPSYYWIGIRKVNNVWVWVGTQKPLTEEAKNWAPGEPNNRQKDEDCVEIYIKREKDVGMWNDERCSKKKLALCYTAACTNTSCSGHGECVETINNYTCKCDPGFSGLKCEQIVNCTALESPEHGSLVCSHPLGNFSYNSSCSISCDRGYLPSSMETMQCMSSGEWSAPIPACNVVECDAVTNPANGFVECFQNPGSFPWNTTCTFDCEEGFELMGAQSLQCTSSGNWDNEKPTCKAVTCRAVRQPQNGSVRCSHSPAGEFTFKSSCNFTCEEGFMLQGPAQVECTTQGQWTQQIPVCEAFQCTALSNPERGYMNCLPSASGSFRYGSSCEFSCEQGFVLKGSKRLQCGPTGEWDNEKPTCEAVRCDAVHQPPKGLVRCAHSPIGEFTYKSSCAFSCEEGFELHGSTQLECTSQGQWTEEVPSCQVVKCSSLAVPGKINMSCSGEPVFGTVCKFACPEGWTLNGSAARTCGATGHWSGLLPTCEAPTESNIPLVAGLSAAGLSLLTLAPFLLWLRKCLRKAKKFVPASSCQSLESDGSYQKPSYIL
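Assay system: HUVEC, human umbilical vein endothelial cells / Amount: 3,000 HUVEC/well / Controls: TNF-alpha positive control, DMSO neutral control / Compound dosing: single concentration / Medium: EGM-2 over gelatin coat / Evaluation: percent E-selectin-positive cells / Signal: immunofluorescence imaging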
SIRT5 block – SIRT5 desuccinylase inhibitors, primary screen, biochemical, fluorescence imaging, single point, set 5; hit rate 1.1% among 330,000; Purified SirT5, succinyl-peptide AMC, trypsin-coupled fluorescence; inhibition, % at 15 µM; NAD-dependent protein deacylase sirtuin-5, mitochondrial (Homo sapiens), Q9NXA8; in the data active = inhibition above about 15%; inconclusive = no clear call, values can overlap the other calls
Target sequence (Q9NXA8 whole entry, looked up): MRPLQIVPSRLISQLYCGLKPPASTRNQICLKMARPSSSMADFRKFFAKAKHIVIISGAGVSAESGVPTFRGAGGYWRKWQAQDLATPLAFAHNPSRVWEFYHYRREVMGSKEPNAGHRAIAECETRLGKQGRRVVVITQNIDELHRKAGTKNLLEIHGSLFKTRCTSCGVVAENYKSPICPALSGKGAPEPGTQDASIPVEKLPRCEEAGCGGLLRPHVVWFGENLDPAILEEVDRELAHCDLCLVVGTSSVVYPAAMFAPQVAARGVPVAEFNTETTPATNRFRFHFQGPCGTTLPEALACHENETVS
PglD DTNB – C. jejuni PglD acetyltransferase inhibitors, primary screen, biochemical, DTNB colorimetric, single point; UDP-N-acetylbacillosamine N-acetyltransferase PglD (Campylobacter jejuni); hit rate 0.098% among 360,000; AID 602405, 2012; inhibition, % at 12.5 µM; purified PglD enzyme, DTNB colorimetric CoA detection; in the data active = inhibition above about 16%, passing the limit was not always enough; inconclusive = no clear call, values can overlap the other calls; note: strong numbers were not always called active
DENV2 CPE – inhibitors of DENV2 cytopathic effect, primary screen, cell-based, plate reader, single concentration | DENV2-infected cells, cytopathic effect rescue | CPE inhibition, % at 9.99 µM | hit rate 1.7% among 350,000 | AID 651640, 2012; in the data active = CPE inhibition above about 20%, passing the limit was not always enough; inconclusive = no clear call, values can overlap the other calls; tested in BHK-21 cells;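 note: 0% = median of neutral control wells and 100% = median of positive control wells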
Starred values were filed as active, the others as inactive; ? = inconclusive; / = not tested or not shown; & = joins results of further samples.

SMILES	ERp5 block	Statin myotox sup	S100A4 inh HTS	E-selectin induc	SIRT5 block	PglD DTNB	DENV2 CPE
COc1ccc(CN(C)C[C@H]2OCCCC[C@@H](C)Oc3ccc(NS(=O)(=O)c4cn(C)cn4)cc3C(=O)N([C@@H](C)CO)C[C@H]2C)cc1	3	/	-68	0.1	-2	0	10
C[C@H](CO)N1C[C@H](C)[C@H](CN(C)S(=O)(=O)c2cccs2)Oc2ccc(NC(=O)Nc3ccc(F)cc3)cc2C1=O	2	-55	-6	/	4	0	8
COc1ccc(N(C)C(=O)c2cn(CC(C)C)c(=O)c3cc(OC)c(OC)cc23)c(OC)c1	-3	-12	-2	0.0	7	-6	3
CNC(=O)c1c(NC(=O)CS(=O)(=O)c2ccc(Cl)cc2)sc(C)c1C	2	12	0	0.1	3	0	2
Cn1c(=O)c2[nH]c(CCC3CCCC3)nc2n(C)c1=O	-1	/	-6	-0.3	/	/	15
O=C(NC12CC3CC(CC(C3)C1)C2)C1CCCN1C(=O)NC1CCCCC1 (stereo not given)	/	4	/	0.0	/	2	/
COC(=O)c1c(NC(=O)COC(=O)CCS(=O)(=O)c2ccc(C)cc2)sc(C)c1C	-5	/	-1	/	-2	5	?
O=C(C[C@H]1C=C[C@H](NC(=O)Nc2ccc(C(F)(F)F)cc2)[C@@H](CO)O1)NCCN1CCCC1	18	2	5	-0.1	1	0	-3
CCCNC(=O)N1C[C@@H]2[C@H](c3ccccc31)[C@H](CO)N2CC1CCCCC1	-1	0	-11	0.1	-1	0	0
COc1cc(/C=C/C(=O)O)cc(S(=O)(=O)Nc2cc(C(F)(F)F)ccc2N2CCOCC2)c1OC	-2	8	1	/	3	-8	-3
COc1ccc2cc(C(=O)C3CCCN(C(=O)c4snnc4C)C3)ccc2c1 (stereo not given)	-2	-24	2	2.3	/	-5	13
C[C@@H]1CN([C@@H](C)CO)C(=O)c2cc(-c3cccnc3)cnc2O[C@H]1CN(C)C(=O)Cc1cccnc1	8	-3	2	0.7	1	1	1
COc1ccc(-c2cc(C(=O)N(C)CC(=O)Nc3ccccc3Cl)c3ccccc3n2)cc1OC	1	-9	1	/	-2	-1	0
Cc1ccc(S(C)(=O)=O)cc1C(=O)Nc1cccc(S(=O)(=O)N2CCCCCC2)c1	7	4	2	/	0	0	18
C[C@@H]1COC(=O)[C@H](CC(=O)OC(C)(C)C)C/C=C\C[C@@H](CC(=O)N(CCO)Cc2ccccc2)C(=O)N1	5	-7	-2	-0.2	/	5	-10
CCS(=O)(=O)c1nc(S(=O)(=O)c2ccc(Cl)cc2)c(N2CCC3(CC2)OCCO3)s1	0	13	-30	/	-6	-3	1
C[C@@H]1CCCCO[C@H](CN(C)C(=O)NC2CCCCC2)[C@H](C)CN([C@@H](C)CO)C(=O)c2cc(NC(=O)NC3CCCCC3)ccc2O1	3	/	1	-0.2	6	-1	3
C[C@H](NC(=O)[C@@H]1Cc2ccccc2CN1)C(=O)NC1CCCCC1	8	-1	-2	/	-3	7	-5
C[C@H](CO)N1C[C@H](C)[C@H](CN(C)C(=O)C2CCCCC2)Oc2ncc(-c3ccncc3)cc2C1=O	-5	-3	-10	0.1	-6	1	-9
O=C(O)CNC(=O)/C=C/c1c(Cl)cccc1Cl	0	/	14	-0.1	3	/	13

Shown field by field: entries from further up.
COc1ccc(CN(C)C[C@H]2OCCCC[C@@H](C)Oc3ccc(NS(=O)(=O)c4cn(C)cn4)cc3C(=O)N([C@@H](C)CO)C[C@H]2C)cc1
- ERp5 block = 3
- Statin myotox sup = /
- S100A4 inh HTS = -68
- E-selectin induc = 0.1
- SIRT5 block = -2
- PglD DTNB = 0
- DENV2 CPE = 10
C[C@H](CO)N1C[C@H](C)[C@H](CN(C)S(=O)(=O)c2cccs2)Oc2ccc(NC(=O)Nc3ccc(F)cc3)cc2C1=O
- ERp5 block = 2
- Statin myotox sup = -55
- S100A4 inh HTS = -6
- E-selectin induc = /
- SIRT5 block = 4
- PglD DTNB = 0
- DENV2 CPE = 8

The list goes on:
SMILES	ERp5 block	Statin myotox sup	S100A4 inh HTS	E-selectin induc	SIRT5 block	PglD DTNB	DENV2 CPE
COc1ccccc1NC(=O)N1CCCC1C(=O)NCc1cccs1 (stereo not given)	2	5	0	/	-4	/	-7
CCCCOC(=O)c1ccc(OC(=O)N2CCOCC2)cc1	-6	5	1	/	-4	0	-2
Cc1c(NC(=O)CC(C)C)c(=O)n(-c2ccccc2)n1C	2	4	-1	-1.1	-3	-2	2
Cc1nc(S/C(=C\c2ccc(-c3ccc(C(=O)O)c(Cl)c3)o2)C(=O)O)n[nH]1	-1	56	-6	6.7	28*	-3	2
COc1ccc(NC2CCCN(C(=O)CCOc3ccccc3)C2)cc1 (stereo not given)	4	8	-1	0.6	3	2	1
COc1ccc(C(=O)N(Cc2ccccc2)c2cccc(C)c2)c(OC)c1OC	-10	6	0	-0.4	-2	-1	-10
Cc1ccc(CSc2ccc3nnc(-c4ccccn4)n3n2)cc1	2	/	-2	-3.4	0	/	-3
C[C@@H]1CCCCO[C@@H](CN(C)Cc2ccc3c(c2)OCO3)[C@@H](C)CN([C@@H](C)CO)C(=O)c2cc(NS(=O)(=O)c3ccccc3)ccc2O1	0	/	-19	/	11	0	-2
O=C1NC[C@@H](c2ccccc2)OC(=O)[C@H](Cc2ccc(F)cc2)C/C=C\C[C@H]1CC(=O)N(CCO)Cc1ccccc1	-2	-6	1	0.1	-3	-3	-1
CCCOc1ccc(Cc2c(O)nc(SC)[nH]c2=O)cc1	1	6	-5	/	1	-1	4
C[C@H]1CN([C@@H](C)CO)C(=O)c2cccc(NC(=O)C3CC3)c2O[C@H]1CN(C)C	6	0	49	15	5	8	15
COCCNS(=O)(=O)c1cc(C)c(C)cc1C	-5	/	6	1.9	-3	/	7
Cc1ccc2c(c1)CCCN2C(=O)CSc1ccccc1	3	1	-2	-0.7	1	-1	9
CC1CCN(C(=O)CSc2nnc(-c3ccccc3F)o2)CC1	-1	-5	-4	/	4	-4	11
CNC[C@H]1Oc2ncc(-c3ccc(OC)cc3)cc2C(=O)N([C@@H](C)CO)C[C@H]1C	5	14	4	0.4	6	3	-5
COc1ccc(OC)c(/C=C/C(=O)OCC(=O)N2C(C)CCCC2C)c1 (stereo not given)	11	-4	-4	-0.4	/	-1	-8
CCNC(=O)Nc1ccc2c(c1)C(=O)N(C)[C@H]1CC[C@H](CC(=O)NC3CCCCC3)O[C@H]1CO2	2	8	5	-0.1	-3	-3	7
COc1ccc(S(=O)(=O)N2CCCCCC2)cc1C(=O)NCCc1ccccc1	5	-1	1	0.1	-2	1	1
C[C@H]1CN([C@@H](C)CO)C(=O)c2cc(NS(=O)(=O)c3cccs3)ccc2O[C@@H]1CN(C)S(=O)(=O)c1ccc(Cl)cc1	-3	28	5	-0.2	-4	-1	?
C/C=C/c1ccc([C@H]2[C@@H](C#N)N(S(=O)(=O)c3cccc(F)c3)[C@H]2CO)cc1	1	-24	-7	0.8	6	4	?
COc1ccc(NC(=O)c2ccc(CNc3c(NC4CCCCC4)c(=O)c3=O)cc2)c(OC)c1	3&4	0&-5	17&-1	-0.8&0.5	-1	3&0	-8&7
Cc1cccc(Nc2nc(-c3ccncc3)cs2)c1	0	/	-2	?	-2	/	-8
Cc1ccc(S(=O)(=O)CCC(=O)OCC(=O)N2CCc3ccccc32)cc1	2	/	1	-0.1	-8	-3	1
CC(=O)N(CC(=O)N(CC(=O)O)c1ccc(Cl)cc1)c1ccc(Cl)cc1	-3	4	-1	-0.1	/	0	1
O=C(NCC1(c2ccccc2)CCCC1)c1ccccc1Br	2	/	-3	-0.2	1	/	8
CCCn1c(N)c(C(=O)CSc2nnc(C3CC3)n2Cc2ccccc2)c(=O)n(C)c1=O	-1	-9	1	0.2	-2	0	-4
N#Cc1c(-c2ccccc2)cc(-c2ccccc2)[nH]c1=O	1	1	1	1.4	2	0	-3
C[C@H]1CN([C@@H](C)CO)C(=O)Cc2cc(NC(=O)Nc3ccc4c(c3)OCO4)ccc2O[C@H]1CN(C)CC1CCCCC1	-3	-43	2	-0.4	10	5	-3
CC1=NN(C(C#N)c2ccccc2O)C(C)(C)C1 (stereo not given)	3	/	-6	1.2	-4	/	8
CN(C)c1ncnc2c1ncn2[C@H]1CN(Cc2ccncc2)C[C@@H](CO)O1	-3	21	-3	0.1	0	1	0
Cc1nnc(SCC2CCCO2)n1-c1ccccc1 (stereo not given)	2	0	-1	/	-1	0	/
C/C=C/c1ccc([C@H]2[C@@H](CO)N3C(=O)CN(C(=O)c4cccc(F)c4)C[C@@H]23)cc1	2	/	4	0.0	0	/	33*
Cc1ccc(NC(=O)c2cc(S(=O)(=O)NCC3CCCO3)ccc2F)cc1 (stereo not given)	3	0	0	-0.1	/	3	3
COc1cccc(C(=O)Nc2ccc3c(c2)C(=O)N(C)[C@@H]2CC[C@H](CC(=O)N[C@H](C)c4ccccc4)O[C@@H]2CO3)c1	-7	19	-7	-0.2	9	0	?
CS(=O)(=O)N1[C@@H]2c3ccc(-c4cccc(F)c4)c(=O)n3C[C@H]1[C@H](CO)[C@H]2C(=O)N1CCOCC1	-1	5	12	0.3	-16	-2	-6
O=C(CC1CC1)N1[C@@H]2CN(S(=O)(=O)c3ccc(F)cc3)c3ccccc3[C@@H]2[C@@H]1CO	2	-9	-1	-0.4	1	1	-7
CCOC(=O)c1c(NC(=O)C2CC2)sc2c1CC(C)(C)OC2	-7	0	34	/	-2	/	-8
CCC(=O)N1[C@@H]2c3ccc(-c4ccncc4)c(=O)n3C[C@H]1[C@H](CO)[C@H]2C(=O)NC1Cc2ccccc2C1	-4	-65	154*	0.0	-65	-3	-8

Entries shown so far that contain an aryl thioether with sulfur outside any ring:
SMILES	ERp5 block	Statin myotox sup	S100A4 inh HTS	E-selectin induc	SIRT5 block	PglD DTNB	DENV2 CPE
Cc1nc(S/C(=C\c2ccc(-c3ccc(C(=O)O)c(Cl)c3)o2)C(=O)O)n[nH]1	-1	56	-6	6.7	28*	-3	2
Cc1ccc(CSc2ccc3nnc(-c4ccccn4)n3n2)cc1	2	/	-2	-3.4	0	/	-3
CCCOc1ccc(Cc2c(O)nc(SC)[nH]c2=O)cc1	1	6	-5	/	1	-1	4
Cc1ccc2c(c1)CCCN2C(=O)CSc1ccccc1	3	1	-2	-0.7	1	-1	9
CC1CCN(C(=O)CSc2nnc(-c3ccccc3F)o2)CC1	-1	-5	-4	/	4	-4	11
CCCn1c(N)c(C(=O)CSc2nnc(C3CC3)n2Cc2ccccc2)c(=O)n(C)c1=O	-1	-9	1	0.2	-2	0	-4
Cc1nnc(SCC2CCCO2)n1-c1ccccc1 (stereo not given)	2	0	-1	/	-1	0	/

Not all compounds are listed, so the mix of outcomes need not match the whole.
